High-throughput results deposited in PubChem BioAssay by several laboratories.
N-glyco inh = N-linked glycosylation inhibition | D54 ERlucT glycosylation luciferase reporter, 24 h; percent of 100 nM tunicamycin response | reporter increase, % at 12.5 µM | 360,000 tested, 0.23% active | AID 588692;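 active = mean luciferase reporter signal, scaled so untreated is 0 and the glycosylation-blocking control 100, at or above a set limit in every replicate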;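 also: luciferase carries N-glycosylation sites so blocking glycosylation raises the light; 0% = median of neutral control wells and 100% = median of 100 nM tunicamycin wells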
Exocytosis inh = blocks lytic granule exocytosis; AID 651702; inhibition, % at 10 µM; TALL-104 LAMP-1 surface exposure, flow cytometry; cells stimulated with thapsigargin and PMA; 360,000 tested, 0.66% active;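 active = inhibition above about 55%, limit read from the data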
aDG glyco up = alpha-DG glycosylation activation. Pro5-aDG cells, alpha-DG glycosylation AlphaScreen (IIH6); 0% Pro5, 100% B10-LARGE cell signal. activation, % at 10 µM. 360,000 tested, 0.22% active. AID 624168;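 active = activation of at least 8% versus controls, or a plate z-score of at least 8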;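 also: Pro5 are CHO cells carrying HIG-tagged alpha-DG that lacks glycosylation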
MC4R antag cAMP = blocks human MC4R cAMP signaling. MC4R-expressing cells, MTII-stimulated cAMP, LANCE TR-FRET. 360,000 tested, 0.48% active. inhibition, % at 6.5 µM. P32245;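 active = inhibition above its plate's cutoff, the mean of tested wells on that plate plus 3 SD, cut at about 29% in these data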;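 also: 0% = Melanotan II alone and 100% = Melanotan II plus saturating MCL0020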
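Material: U2OS-MC4R stable cell line | Reagent: Melanotan II challenge after compound preincubation | Doses: One concentration, 6.5 µM nominal | Incubation: 30-min compound preincubation, 1-h Melanotan II challenge, 1-h detection, room temperature | Signal: TR-FRET cAMP assay | Replicates: One well per compound, no replicates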
Vif imaging = HIV Vif inhibition; HEK293T cells, Vif self-association by quenched fluorescence, imaging, 24 h; inhibition, % at 7.49 µM; 340,000 tested, 0.35% active; AID 602346; in the data active = inhibition above about 50%, passing the limit was not always enough; also: some results filed as inactive read as strong as hits
ABCB6 inh 2 = blocks the human ABCB6 transporter | Q9NP58 | K562-ABCB6 porphyrin accumulation, flow cytometry, 1 h; stronger effect = lower value | fluorescence ratio to DMSO, % at 10 µM | 360,000 tested, 0.19% active;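 active = fluorescence ratio to DMSO below 75%, the collection mean minus 3 SD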;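 also: signal is porphyrin accumulated inside mitochondria; 100% equals median channel fluorescence of DMSO control wells; lower ratio means ABCB6 inhibition with less porphyrin fluorescence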
Target sequence (Q9NP58 whole entry, looked up): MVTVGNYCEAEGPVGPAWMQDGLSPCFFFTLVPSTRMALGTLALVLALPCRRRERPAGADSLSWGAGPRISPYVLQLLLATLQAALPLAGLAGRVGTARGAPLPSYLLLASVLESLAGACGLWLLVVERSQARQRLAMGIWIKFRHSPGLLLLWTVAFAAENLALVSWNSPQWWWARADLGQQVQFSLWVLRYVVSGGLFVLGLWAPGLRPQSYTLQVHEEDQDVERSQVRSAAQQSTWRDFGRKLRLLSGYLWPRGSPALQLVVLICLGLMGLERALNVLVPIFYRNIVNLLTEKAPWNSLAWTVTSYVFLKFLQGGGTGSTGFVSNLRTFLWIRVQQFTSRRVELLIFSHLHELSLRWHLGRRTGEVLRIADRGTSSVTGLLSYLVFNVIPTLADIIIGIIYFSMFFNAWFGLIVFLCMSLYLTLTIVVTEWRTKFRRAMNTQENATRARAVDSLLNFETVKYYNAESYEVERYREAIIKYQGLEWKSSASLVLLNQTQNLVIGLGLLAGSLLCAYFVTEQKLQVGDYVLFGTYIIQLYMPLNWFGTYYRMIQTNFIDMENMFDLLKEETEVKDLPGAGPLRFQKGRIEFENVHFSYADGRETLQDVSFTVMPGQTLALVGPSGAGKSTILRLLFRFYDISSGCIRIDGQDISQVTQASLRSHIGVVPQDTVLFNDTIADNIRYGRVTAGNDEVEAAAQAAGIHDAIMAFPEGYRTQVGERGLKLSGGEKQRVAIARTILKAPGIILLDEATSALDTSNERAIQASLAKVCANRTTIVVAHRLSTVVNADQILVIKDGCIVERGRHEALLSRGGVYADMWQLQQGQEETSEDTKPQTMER
NOD2 RIPK2 PPI = blocks binding of human NOD2 to RIPK2; inhibition, % at 4.98 µM; CHO BLA complementation NOD2-RIPK2, CCF4 ratio; 360,000 tested, 0.38% active; AID 624267; O43353; in the data active = inhibition above about 21%;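 also: 0% = vehicle only and 100% = reference blocker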
ABHD5-PLIN5 inh = inhibitors of human ABHD5-perilipin-5 interaction; Q00G26+Q8WTS1; Split G. princeps luciferase complementation, luminescence, 4 h; inhibition, % at 4 µM; 360,000 tested, 0.78% active; AID 602281;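 active = inhibition above the mean inhibition across every tested compound plus 3 SD, cut at about 22% in these data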;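 also: 0% = DMSO only wells and the 100% control is not disclosed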
TLR9-MyD88 block = TLR9-MyD88 interaction inhibition; Q9NR96+Q99836; CHO BLA complementation TLR9-MyD88, CCF4 FRET ratio; inhibition, % at 4.98 µM; 340,000 tested, 0.21% active;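 active = inhibition above the mean over all tested compounds plus 3 SD, cut at about 21% in these data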;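 also: 0% = DMSO only wells and 100% = clavulanate BLA inhibitor control wells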
MC4R barr agon = human MC4R agonism via beta-arrestin; AID 540308; P32245; activation, % at 8.9 µM; U2OS MC4R beta-arrestin complementation, luminescence; percent of melanotan II response, DMSO zero; 360,000 tested, 0.98% active;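 active = activation above a per-plate cutoff, the mean activation of sample wells on that plate plus 3 SD, cut at about 8% in these data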
Active calls of the source: *; . = no result given.

SMILES	N-glyco inh	Exocytosis inh	aDG glyco up	MC4R antag cAMP	Vif imaging	ABCB6 inh 2	NOD2 RIPK2 PPI	ABHD5-PLIN5 inh	TLR9-MyD88 block	MC4R barr agon
CC1(C)NC(=O)N(CC(=O)OCC(=O)Nc2cccc(S(N)(=O)=O)c2)C1=O	1	5	0.0	20	4	104	-2	-3	1	-1.0
COc1ccc([C@H]2[C@H](C(=O)OC(C)(C)C)N3N=Cc4ccccc4C3C23C(=O)c2ccccc2C3=O)c(OC)c1 (stereo not given in full)	3	0	1.1	20	4	108	-1	6	-15	0.8
NC1=NC(=O)/C(=C/c2cc(Br)c(O)c(Br)c2)S1	0	10	0.1	-15	-11	94	12	-2	-13	-1.3
Cc1nc(C(=O)NNC(=O)Nc2ccccc2)cs1	2	-3	-0.1	5	.	100	0	1	.	-1.8
COc1ccc(-c2[nH]c(-c3cccc(OC)c3)nc2SCC(=O)NCc2ccco2)cc1	-3	-2	2.3	-2	-11	97	-15	-3	8	-0.7
Cc1ccc(C)c(C2NC(=O)c3ccccc3N2)c1 (stereo not given)	20	6	0.0	-25	-2	94	9	-2	9	0.5
CN(C)c1ccc(NC(=O)CSc2nc3ccccc3c(=O)n2C2CCCCC2)cc1	-4	1	-0.6	13	-5	93	2	5	-5	0.4
Cc1cc(C)n(-c2ccc(C(=O)N3CCN(S(=O)(=O)c4ccc(Br)cc4Cl)CC3)cc2)n1	-3	-9	0.3	0	-13	77	-4	1	6	-1.2
CCn1c(C)[n+](CCOCC[n+]2c(C)n(CC)c3cc(Cl)c(Cl)cc32)c2cc(Cl)c(Cl)cc21	-2	5	-0.3	10	-2	95	3	1	-5	-0.3
O=C(Cc1ccccc1)Nn1cnc2ccccc21	2	3	-0.2	5	-1	93	-2	6	11	0.6
Cc1ccc(S(=O)(=O)NCCC(=O)NCC(=O)Nc2c(C)cccc2C)cc1C	-1	0	0.2	-2	-5	96	-17	1	4	-3.3
Cc1cccc(NC(=O)NCc2ccc3[nH]c(C)cc3c2)c1	0	-4	0.0	9	-6	103	-3	9	-8	-1.5
Cc1nonc1OCC(C)(COc1nonc1C)NC(=O)c1ccc(Cl)cc1	0	-2	0.3	7	-7	90	-3	-2	3	-1.6
Cc1ccc(NC(=O)COc2coc(CN3c4ccccc4CC3C)cc2=O)c(C)c1 (stereo not given)	-2	4	-0.2	6	0	97	1	3	-1	-2.2
Cc1ccccc1CC(=O)N1CCCC(CCC(=O)N2CCN(c3ccccn3)CC2)C1 (stereo not given)	-2	1	0.3	8	3	97	-7	3	-8	-4.7
COc1ccccc1NS(=O)(=O)c1c(C)[nH]c(C)c1C(=O)N1CCCC1	1	-1	-0.2	-8	7	91	36*	4	-9	0.2
Oc1ccc(N=Nc2n[nH]c(-c3ccccc3)n2)cc1	-7	1	-0.6	-16	1	96	1	6	-5	-3.1
CCOc1ccc(NC(=S)N=Nc2c(O)[nH]c3ccccc23)cc1	10	3	2.6	-6	-1	96	5	-2	2	-5.1
Nn1c(SCC(=O)Nc2ccc3c(c2)OCCO3)nncc1=O	3	-16	0.2	-3	10	90	-2	-14	2	-4.0
Cc1ccc(S(=O)(=O)N2CCN(C(=O)c3ccc(-n4cncn4)c([N+](=O)[O-])c3)CC2)cc1	3	1	0.0	2	5	96	4	-6	8	-1.1
Cc1cc2oc(C(=O)Nc3nonc3C)c(C)c2cc1C	-6	-8	0.0	18	3	96	-3	-3	-9	14*
COc1cccc(NC(=O)CN2C(=O)NC(CCc3ccccc3)C2=O)c1 (stereo not given)	3	-5	-0.2	3	8	102	-17	-4	4	-1.3
O=C(NC1CCCC1)C(c1ccncc1)N(CCCN1CCOCC1)C(=O)c1ccc(-c2ccccc2)[nH]1 (stereo not given)	0	0	0.0	1	-4	94	5	5	1	-2.0
Cc1ccnn1-c1ccc(C(=O)N2CCCN(S(=O)(=O)c3ccc(F)cc3)CC2)cc1	-1	2	-0.1	8	5	96	7	-11	3	-0.9
CC1CCN(C(=O)COC(=O)CCCN2C(=O)c3cccc4cccc(c34)C2=O)CC1	3	-2	0.0	6	10	97	3	-4	0	-2.7
O=C(Cn1nc(Cc2ccncc2)c2ccccc2c1=O)N1CCN(C(=O)c2ccco2)CC1	2	5	-0.1	0	-13	100	-4	4	-8	-0.2
O=C(N/N=C/c1ccc2c(c1)OCO2)c1ccc2c(c1)OCCO2	-1	12	-0.1	12	29	94	13	-3	-6	2.2
CC1CCN(c2ccc(C(=O)OCC(=O)NCCN3C(=O)CSC3=O)cc2[N+](=O)[O-])CC1	0	-2	0.2	2	2	101	5	-1	2	-4.1
COc1ccc(NS(=O)(=O)c2ccc(Cl)c(C(=O)O)c2)cc1S(=O)(=O)N1CCCCC1	3	-5	0.4	22	-4	97	3	4	3	-0.8
CC(C)Nc1ccccc1	-2	-3	0.1	6	1	96	7	3	-8	-1.1

Profiles as entered above. Order of values: N-glyco inh | Exocytosis inh | aDG glyco up | MC4R antag cAMP | Vif imaging | ABCB6 inh 2 | NOD2 RIPK2 PPI | ABHD5-PLIN5 inh | TLR9-MyD88 block | MC4R barr agon
O=C(N/N=C/c1ccc2c(c1)OCO2)c1ccc2c(c1)OCCO2 as listed: -1 | 12 | -0.1 | 12 | 29 | 94 | 13 | -3 | -6 | 2.2
CCOc1ccc(NC(=S)N=Nc2c(O)[nH]c3ccccc23)cc1 as listed: 10 | 3 | 2.6 | -6 | -1 | 96 | 5 | -2 | 2 | -5.1

As entered above:
`CC1CCN(C(=O)COC(=O)CCCN2C(=O)c3cccc4cccc(c34)C2=O)CC1` @ aDG glyco up = 0.0
`CN(C)c1ccc(NC(=O)CSc2nc3ccccc3c(=O)n2C2CCCCC2)cc1` @ Vif imaging = -5

Later entries:
SMILES	N-glyco inh	Exocytosis inh	aDG glyco up	MC4R antag cAMP	Vif imaging	ABCB6 inh 2	NOD2 RIPK2 PPI	ABHD5-PLIN5 inh	TLR9-MyD88 block	MC4R barr agon
CCOC(=O)c1c(NC(=O)COc2ncnc3sccc23)sc2c1CCC2	1	7	0.0	-9	-23	101	-3	5	-1	0.3
COc1cc(OC)cc(C(=O)NNC(=O)c2cc(S(=O)(=O)N3CCOCC3)ccc2F)c1	4	0	-0.2	7	-7	104	-3	9	0	2.5
O=C(Nc1ccc(/C=C/c2nc3ccccc3o2)cc1)c1cccc(C(F)(F)F)c1	-4	-2	0.2	1	6	91	1	3	1	7.4
O=C(Nc1ccc(F)cc1F)c1sccc1SCc1cccc(C(F)(F)F)c1	-5	-4	0.3	9	.	99	-6	-9	0	-0.5
O=C(NCc1ccc(F)cc1)c1ccc(NC(=O)C2CCCO2)cc1 (stereo not given)	0	-4	0.0	6	5	94	8	4	1	-0.9
COc1ccc2[nH]c3c(=O)n(Cc4ccc(C(=O)N5CCCCCC5)cc4)c(=S)[nH]c3c2c1	1	0	0.3	5	10	94	-4	1	8	-1.5
CCCCCCN1C=CC=C/C1=C\C=C(C#N)C#N	1	0	-0.1	-7	-2	99	-4	4	.	-1.9
Cc1nn(-c2ccc(Cl)cc2)c(N)c1C(O)(CSc1nccn1C)C(F)(F)F (stereo not given)	-1	2	0.1	-2	.	92	3	-2	-5	-0.3
COc1cccc(CN(C)C(=O)c2cc(S(=O)(=O)NC3CCCCC3)ccc2C)c1	-2	0	0.3	6	-1	94	-1	9	-3	-1.2
COc1ccnc(N=CNOCc2ccc(Cl)cc2)c1C#N	2	-3	0.0	12	12	100	2	-5	6	-1.3
OC(c1cccc(Cl)c1)c1ncc(-c2ccc(C(F)(F)F)cc2)[nH]1 (stereo not given)	-1	16	0.3	10	.	98	14	-13	.	0.9
CC(=O)Nc1ccc(NC(=O)C/C(C)=N/NC(=O)C(=O)Nc2ccc(C)c(Cl)c2)cc1	1	-4	0.0	11	3	96	-6	4	1	1.3
COc1cc(/C=C/C(=O)OCC(=O)NC(=O)NC2CCCCC2)ccc1OC(F)F	1	7	0.0	4	-2	100	4	-2	1	0.8
O=C(NC1CCCCC1)C(c1ccc2ncccc2c1)N(Cc1ccco1)C(=O)c1ccc2c(c1)OCCO2 (stereo not given)	-4	-2	-0.2	4	-3	91	-4	6	-5	-0.3
COc1ccc(CNC(=O)COC(=O)c2sccc2C)cc1OC	-1	1	0.1	6	-12	91	-1	5	0	-1.2
Cc1ccccc1C(=O)NCC(=O)NNC(=S)NC(=O)c1ccccc1	3	-5	0.4	5	16	100	-5	-1	0	-2.5
O=C(c1ccccc1)N1CCC(c2nc3c(nnn3Cc3ccccc3Cl)c(=O)[nH]2)CC1	2	-8	0.2	3	-4	98	-9	2	-3	-1.7
CCN(C(=O)COC(=O)CCC(=O)c1ccc(C)cc1)c1c(N)n(Cc2ccccc2)c(=O)[nH]c1=O	1	-2	0.0	6	9	98	-7	-5	-6	-1.8
CCOC(=O)c1cnc2c(C)cccc2c1NCCc1ccc(OC)c(OC)c1	1	-2	1.7	7	-32	97	5	3	-3	-0.2
CC(C)c1ccc(NC2CCCN(C(=O)c3n[nH]c4c3CCC4)C2)cc1 (stereo not given)	0	6	0.5	8	-27	91	6	-3	2	-0.1
COc1ccc(CCNC(=O)CCC(=O)c2cccs2)cc1OC	0	-3	0.0	2	-3	98	3	1	0	-3.0
CCOc1ccc(NC(=O)CCC(=O)N/N=C2\CCCc3ccccc32)cc1	0	10	0.2	11	-6	107	-17	-1	-4	-1.4
COc1ccc(N=Cc2nc(-c3ccccc3)oc2OC(=O)c2ccccc2)cc1	-5	35	-0.5	18	-1	99	-1	-4	-5	-0.9
CCCCN(C(=O)c1ccc(N2CCCC2=O)cc1)c1c(N)n(CC(C)C)c(=O)[nH]c1=O	1	4	-0.1	-2	-1	106	-2	-7	0	-1.4
CCOC(=O)C1CCCN(S(=O)(=O)c2ccc(C)cc2)C1 (stereo not given)	-1	-2	1.0	3	-1	100	-4	1	1	2.8
C=CCn1c(SCC(=O)Nc2ncc(Cc3ccc(Br)cc3)s2)nnc1-c1ccncc1	-1	0	0.0	-2	-9	105	-20	-6	1	-0.5
Cc1ccc(N(CC(=O)NCc2ccc(F)cc2)C(=O)c2csnn2)c(C)c1	0	1	0.3	18	-3	92	10	1	5	-0.8
Cc1ccc(OCC(=O)N2CCc3ccccc3C2)c([N+](=O)[O-])n1	2	6	0.3	0	-4	94	-9	7	-1	2.5
CCCNC(=O)C1(C)CCN(Cc2cc(C(F)(F)F)ccc2Cl)C1 (stereo not given)	-2	-2	0.2	-1	2	112	-2	0	.	1.4
O=C(c1c[nH]c2ccccc12)N1CCN(c2ccccc2)CC1	1	-1	-0.1	6	9	104	4	5	5	-1.6
CCOC(=O)c1nn(-c2cccc(OC)c2)c2nc(CC)c(C#N)c(=O)n12	1	0	-0.1	7	4	110	-4	-1	2	11*
COc1ccc(OC)c(CN2CCN(C(=O)CN3C(=O)NC4(CCCC4)C3=O)CC2)c1	-1	-2	-0.1	-8	6	98	5	-17	1	0.9
Cc1ccc(CSCC(=O)NN=C2CCN(C)CC2)cc1	2	-3	-0.1	8	.	102	2	-7	-3	3.5
CC(=O)N1N=C2c3ccccc3CCC2C1c1cccs1 (stereo not given)	-1	-7	0.1	6	0	101	4	-2	.	-0.6
COc1ccc(CCNC(=O)c2n[nH]c3ccccc23)cc1	2	0	-0.2	10	4	97	5	-3	3	-0.7
CN(c1ccccc1)S(=O)(=O)c1cccc(NC(=O)COc2cccc([N+](=O)[O-])c2)c1	2	5	0.2	20	0	94	-5	-21	-4	0.8

Only part of the results is shown; the hit share may differ from the screen's.
